FXIIa single: inhibitors of human coagulation factor XIIa; P00748; inhibition, % at 10 µM; purified human FXIIa, AMC substrate fluorescence, 2 h; 33,000 tested, 0.2% active; in the data active means inhibition above about 30%;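 further: 0% = enzyme with vehicle only and 100% = no enzyme blank; many of its hits are not listed in these tables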
Target sequence (P00748 20-372 limits assumed): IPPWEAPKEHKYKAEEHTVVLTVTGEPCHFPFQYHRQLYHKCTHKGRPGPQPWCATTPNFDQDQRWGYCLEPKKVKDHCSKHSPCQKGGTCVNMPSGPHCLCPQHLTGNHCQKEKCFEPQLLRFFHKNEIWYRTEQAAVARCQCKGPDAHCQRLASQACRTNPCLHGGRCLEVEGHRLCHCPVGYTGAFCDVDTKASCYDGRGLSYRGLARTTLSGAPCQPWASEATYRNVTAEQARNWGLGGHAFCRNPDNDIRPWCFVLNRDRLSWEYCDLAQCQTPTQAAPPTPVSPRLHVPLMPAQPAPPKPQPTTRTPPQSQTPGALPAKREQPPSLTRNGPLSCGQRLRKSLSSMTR
Target sequence (P00748 373-615 limits assumed): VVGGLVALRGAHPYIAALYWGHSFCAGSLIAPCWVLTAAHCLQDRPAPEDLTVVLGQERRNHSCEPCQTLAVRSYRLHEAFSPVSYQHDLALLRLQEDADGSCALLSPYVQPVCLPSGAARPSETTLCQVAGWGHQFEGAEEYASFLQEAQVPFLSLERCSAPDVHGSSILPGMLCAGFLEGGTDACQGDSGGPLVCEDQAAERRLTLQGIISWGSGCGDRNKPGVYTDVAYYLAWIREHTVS
FXIa single inh: blocks human coagulation factor XIa activity; P03951; AID 687; inhibition, % at 10 µM; purified human FXIa, fluorogenic AMC substrate cleavage; 33,000 tested, 0.3% active;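 active means inhibition above 40% in the primary screen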;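 further: 0% = enzyme without compound and 100% = blank wells lacking enzyme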
Numbers without * were called inactive. Not all compounds are listed; the hit share may differ from the screen's.

FXIIa single,FXIa single inh,SMILES
9,0,COC(CNC(=O)C1CC(=O)N(CCc2ccccc2)C1)OC (stereo unspecified)
10,6,CC1(C)CC(=O)c2sc(NC(=O)c3ccc4ncsc4c3)nc2C1
3,5,CC(C)(C)C(=O)CC1(O)C(=O)N(Cc2ccccc2)c2ccccc21 (stereo unspecified)
5,-11,O=C(Nc1cc(S(=O)(=O)N2CCCC2)ccc1Cl)C1=COCCO1
17,2,CC(=O)c1cccc(NC(=O)c2ccc(N(Cc3ccccc3)S(C)(=O)=O)cc2)c1
5,-3,Cc1nc2c3ccccc3n(CCN3CCCCC3)c2s1
-13,-12,COC(=O)c1nnn(CC(=O)Nc2cccc(Cl)c2C)c1C(=O)OC
3,8,Cc1ccc(Cn2cccc2C2=NC(C)CO2)cc1 (stereo unspecified)

Three of the entries above in order of their number in FXIIa single, smallest number first:
FXIIa single,FXIa single inh,SMILES
-13,-12,COC(=O)c1nnn(CC(=O)Nc2cccc(Cl)c2C)c1C(=O)OC
3,8,Cc1ccc(Cn2cccc2C2=NC(C)CO2)cc1 (stereo unspecified)
5,-11,O=C(Nc1cc(S(=O)(=O)N2CCCC2)ccc1Cl)C1=COCCO1

Remaining list, next part
FXIIa single,FXIa single inh,SMILES
13,-3,CC1(c2ccccc2)NC(=S)N2C1NC(=S)N2c1ccccc1 (stereo unspecified)
5,-6,Nc1nc(CN2CCN(Cc3ccccc3)CC2)nc(Nc2ccccc2)n1
3,4,Cc1nn(Cc2ccccc2Cl)c(Cl)c1/C=C/C(=O)OCC(=O)NC(N)=O
19,-6,COc1ccccc1N1CCN(C(=O)CCn2c(=O)[nH]c3ccccc3c2=O)CC1
6,-2,COc1ccccc1N1CCN(C(=O)c2cc(-c3ccc4c(c3)OCO4)on2)CC1
-46,-29,Nc1nc2nc(-c3ccc(Cl)cc3)cc(C(F)(F)F)n2n1
8,-10,Cn1c(CN2CCCCC2)nc2cc(NC(=O)c3ccccc3Cl)ccc21
2,1,COc1ccc(OC)c(NC(=O)C2CCN(S(=O)(=O)c3c(C)noc3C)CC2)c1
4,-1,O=C(c1ccco1)N1CCN(C(=O)c2nn3cccnc3c2Cl)CC1
-7,0,CCOc1ccc(/C(O)=C2/C(=O)C(=O)N(CC3CCCO3)C2c2ccco2)cc1 (stereo unspecified)
-12,-8,Cc1ccc(OCC(=O)O/N=C(\N)Cc2ccc(Cl)cc2)cc1
-3,0,CS(=O)(=O)N(CC(=O)NCCSCc1cccc(Cl)c1)c1ccc2c(c1)OCO2
7,-2,O=C(NCCCN=C1NS(=O)(=O)c2ccccc21)c1ccncc1
2,4,COc1ccc(S(=O)(=O)N(CC(=O)NCC2CCCO2)c2ccccc2)cc1OC (stereo unspecified)
8,-2,CC(=O)c1cc(C#N)c(SCC(=O)O)nc1C
7,-4,Cc1nn(C(=O)c2cccs2)c(C)c1CN1C(=O)c2ccccc2C1=O
-7,0,CC1CCN(CCCNC(=O)c2ccc(CSCc3cccc(Cl)c3)o2)CC1
7,3,CSc1nnc(-c2ccccc2)o1
5,-6,CCN1C(=O)/C(=C\N2CCN(c3ccc(F)cc3)CC2)SC1=S
8,7,C=CCNc1nnc(SCC(=O)N2CCCCC2)c2ccccc12
2,-4,O=C(Cn1cccc1C(=O)c1ccccc1)NCc1ccccc1
2,-1,CC(C)NC(=O)c1cnc(Sc2ncc(C(F)(F)F)cc2Cl)n1C
8,-12,O=c1cc(NC2CCCCC2)c2ccccc2o1
2,-1,CCN(CC)c1ccc(NC(=O)CSc2nc3ccccc3c(=O)[nH]2)cc1
8,2,O=C1SC(SCc2ccccc2)=N/C1=C\c1ccco1
-2,-10,CN(c1ccccc1)S(=O)(=O)c1ccc(C(=O)OCC(=O)NCc2ccco2)cc1
4,-1,Cc1ccccc1-n1nc(C(=O)O)c(C)c(C#N)c1=O
2,6,O=C(CN1CCOCC1)Nc1ccccc1Cl
2,-4,CCCCOc1ccc(C(=O)N2CCCC2)cc1
-1,1,COc1ccc(-n2cnc3cc(NS(=O)(=O)c4ccccc4)ccc32)cc1
5,-6,Clc1ccccc1CSC1=NCCCN1
-8,1,CC(=O)C1=C(O)C(=O)N(c2ccc(S(N)(=O)=O)cc2)C1c1ccccc1F (stereo unspecified)
4,0,O=C(NCCN1CCOCC1)Nc1ccc(Cl)cc1
5,-3,C=CCSc1nnnn1-c1ccc(OC)cc1
1,5,COC(=O)C1CCN(C(=O)Nc2ccc(OC)cc2)CC1
-1,-9,CC(=O)Nc1ccc2[nH]c(C)cc(=O)c2c1
3,4,CCCCN(CCCC)Cc1cc2ccccc2c2c1COC2
6,-1,COc1cccc(OCCN2CCN(c3ncnc4c3cnn4-c3ccccc3)CC2)c1
-5,-8,Cc1noc(C)c1COc1ccc(C(=O)OCC(=O)Nc2ccc3c(c2)OCO3)cc1
4,-7,Cn1cc(CC(=O)NCCCN2CCCC2)c2ccccc21
4,-12,CC1=CC(C)(C)N(C(=O)C(C)N2C(=O)c3ccccc3C2=O)c2c(C)cc(C)cc21 (stereo unspecified)
4,-7,O=C(Nc1sc2c(c1C(=O)NC1CC1)CCCCCC2)c1ccco1
0,12,CCOc1ccc(S(=O)(=O)N(CC(=O)Nc2cc(C)on2)Cc2ccccc2Cl)cc1
-2,0,COc1ccc(C2=NOC(C(=O)NCc3ccco3)C2)cc1 (stereo unspecified)
-13,-1,Cc1ccc(CN2C(=O)/C(=C3\SC(N4CCOCC4)=NC3=O)c3cc(Br)ccc32)cc1
26,-3,CC(C)NS(=O)(=O)c1ccc(OCC(=O)Nc2cccc3ccccc23)cc1
4,8,O=C(CCCC(=O)OCC(F)(F)C(F)F)Nc1ccc(NC(=O)CCCC(=O)OCC(F)(F)C(F)F)cc1
-2,-6,N#Cc1c(N2CCCCC2)nc(N)c2c(N)nc3c(c12)CC(c1ccccc1)O3 (stereo unspecified)
4,-2,CCn1c(-c2cccc(Br)c2)n[nH]c1=S
-3,1,COc1ccc(NC(=O)CN(Cc2ccccc2)S(C)(=O)=O)cc1
6,5,CCN1CCN(CCCNC(=O)c2cc3c(=O)[nH]c4ccccc4c3s2)CC1
3,5,O=C(CN1CCN(Cc2ccc(F)cc2Cl)C1=O)NCCc1ccc(Cl)cc1
7,-1,CC1CCCN(C(=O)C23CCC(C)(C(=O)C2)C3(C)C)C1 (stereo unspecified)
5,2,Cn1c2ccccc2c2c(C(=O)NCC3CCCO3)cn(C3CCCC3)c(=O)c21 (stereo unspecified)
7,16,C=CCn1c(O)c(C2=c3ccccc3=NC2=O)s/c1=N/c1nccs1
29,10,CCOC(=O)c1c(NC(=O)CSc2nnc(C)c(=O)[nH]2)sc2c1CCCC2

Carrying on:
FXIIa single,FXIa single inh,SMILES
8,6,CC[N+]1(C)CCC(=C2c3ccccc3CC(=O)c3sccc32)CC1 (stereo unspecified)
17,2,Cc1nnc(SCC(=O)Nc2nsc(-c3ccc(Cl)cc3)n2)s1
6,3,COc1ccccc1NC(=O)C1CCCCC1
1,-8,Cc1cccc(NC(=S)NN2CCN(C)CC2)c1C
6,6,CC(=O)Nc1nc2n(n1)C(c1ccc(F)cc1)C=C(c1ccccc1)N2 (stereo unspecified)
6,1,CCCCCCCC(=O)OCC(O)CO (stereo unspecified)
-17,-5,O=C(CCSc1nc(-c2ccc3c(c2)OCO3)cc(C(F)(F)F)n1)NCc1ccccc1
8,1,CCc1ccc(OCC(=O)OC2CCS(=O)(=O)C2)cc1 (stereo unspecified)
-10,-1,Cn1c(N2CCCC2)nc2c1c(=O)n(Cc1ccc(F)cc1)c(=O)n2C
6,-3,Cc1ccc(OCC(=O)Nc2ccc(F)cc2)cc1C
3,4,COc1ccc(Cn2c(C)ccc2C)cc1
11,-6,O=C(O)CSc1nnc(-c2ccc3c(c2)OCO3)o1
13,13,CCCCCCc1nnc(N)s1
-2,-5,Cc1ccccc1C(=O)Nc1cccc(NC(=O)c2ccc(-c3ccc(Br)cc3)o2)c1
6,-6,COc1cccc(/C=C2\N=C3CCCCCN3C2=O)c1
4,0,Cn1c(=O)n(Cc2ccccc2)c(=O)c2c1nc1n2CCCN1CCc1ccccc1
5,-3,COc1ccc(NC(=O)CSc2ccc3c(c2)OCCO3)cc1OC
9,10,OC(CNC1CCCC1)COc1c(F)cc(Br)cc1F (stereo unspecified)
7,-5,CCCC(=O)N1CCN(c2ccc(NC(=O)C(C)(C)C)cc2)CC1
3,-5,Cc1cc(N2CCCCC2)nc2ccc(NC(=O)CCC(=O)NCCC(C)C)cc12
6,0,C=CCn1c(SC/C=C/c2ccccc2)nnc1-c1sc(N)nc1C
10,-1,C/C(=N\OCC(=O)N/N=C/c1ccccc1)c1cccs1
1,-1,CCN(CC)CCn1c2ccccc2c2cnc(N)c(C#N)c21
2,-16,COc1ccc(-c2cc(-c3ccc(OC)c(OC)c3)n[nH]2)c(O)c1
15,-4,O=C(Nc1c(Cl)cc(Cl)cc1-c1nc2ccccc2s1)c1ccc(Br)o1
6,7,C=CCn1c(SCc2nc3ccccc3[nH]2)nnc1-c1cccc(OC)c1
7,-3,CCCc1cc(=O)[nH]c(SCC(=O)C(C)(C)C)n1
2,0,COC(=O)c1c(C)oc2ccc(NS(=O)(=O)c3cc(OC)ccc3OC)cc12
7,-6,Cc1ccccc1NC(=O)CN1C(=O)NC2(CCCCC2)C1=O
11,0,COc1ccc(CCn2c(=O)[nH]c3cc(C(=O)NCCN4CCOCC4)ccc3c2=O)cc1OC
5,8,O=C(Cc1ccccc1)NCCSCc1ccco1
9,4,CCS(=O)(=O)N1CCC(C(=O)c2ccc(Cl)cc2)CC1
-3,-3,Cc1cc(-c2csc(N)n2)c(C)n1C
-24,-14,Cc1ccc(CN2CCN(CC(=O)NC(C)CCc3ccccc3)C2=O)cc1 (stereo unspecified)
-14,31,CC(C)Cc1nnc(NC(=O)CC(=O)Nc2ccccc2C(=O)O)s1
5,5,CC(=O)Nc1ccc(C(=O)N2CCCC2)cc1
2,3,CC(C)(C)c1ccc(C(O)CCCN2CCC(C(O)(c3ccccc3)c3ccccc3)CC2)cc1 (stereo unspecified)
-10,23,O=C(NC1CCCCC1)N1CCN(C(=O)c2ccco2)CC1
-4,1,Cc1ccc(S(=O)(=O)NCC(=O)N(CC(=O)NC(C)(C)C)Cc2cccs2)cc1
5,2,COc1ccc2nc(N3CCCC3)[nH]c2c1
5,2,CCn1c(NC(=O)c2cccs2)c(-c2cccs2)c(=O)c2ccccc21
7,3,CCn1c(-c2csc(-c3ccc(Cl)cc3)n2)n[nH]c1=S
7,-6,CCN(CC)C(=O)C1CCCN(C(=O)Nc2ccccc2)C1 (stereo unspecified)
5,-5,COc1ccc(C)cc1NC(=O)c1ccc(N(C)S(C)(=O)=O)cc1
11,8,O=C(Oc1csc(=S)n1C(=O)c1ccccc1)c1ccccc1
2,6,Cc1cc2c(cc1C)NC(=O)CC(C(F)(F)C(F)(F)C(F)(F)F)=N2
2,4,COC(=O)c1sc(NC(=O)COc2ccccc2)nc1C
8,6,CCCOc1ccc(OCCSc2nnc(N)s2)cc1
-12,16,CCOC(=O)C1=C(CSc2nc(-c3ccccc3)ccc2C#N)OC(N)=C(C#N)C1c1ccccc1 (stereo unspecified)
5,2,CCOc1cc(NC(=O)C2CC2)c(OCC)cc1NC(=O)c1cccnc1
15,3,C/C(=C\C(=O)c1cccnc1)Nc1ccc(C(=O)O)cc1
4,2,COc1ccc(C(C#N)N2N=C(C)CC2(C)C)cc1 (stereo unspecified)
5,-7,CC(C)(C)NC(=O)C12CCC(C)(c3nc4ccccc4nc31)C2(C)C (stereo unspecified)
5,-7,Cc1ccc2c(c1)c(C)cc(=O)n2CCC(=O)O
3,9,CCCN(CCC)CCCNC(=O)C1c2cc(OC)c(OC)cc2C(=O)N(C)C1c1cccs1 (stereo unspecified)
9,-2,CCCCn1c(=O)[nH]c(=O)c2c1nc(-c1ccsc1)n2Cc1ccccc1

One compound at a time, from the list above:
CCCN(CCC)CCCNC(=O)C1c2cc(OC)c(OC)cc2C(=O)N(C)C1c1cccs1 (stereo unspecified) in the list: FXIIa single: 3; FXIa single inh: 9
COc1ccc(C(C#N)N2N=C(C)CC2(C)C)cc1 (stereo unspecified) in the list: FXIIa single: 4; FXIa single inh: 2
C/C(=C\C(=O)c1cccnc1)Nc1ccc(C(=O)O)cc1 in the list: FXIIa single: 15; FXIa single inh: 3

Structural class: those above containing bromine (5)
FXIIa single,FXIa single inh,SMILES
-13,-1,Cc1ccc(CN2C(=O)/C(=C3\SC(N4CCOCC4)=NC3=O)c3cc(Br)ccc32)cc1
4,-2,CCn1c(-c2cccc(Br)c2)n[nH]c1=S
-2,-5,Cc1ccccc1C(=O)Nc1cccc(NC(=O)c2ccc(-c3ccc(Br)cc3)o2)c1
9,10,OC(CNC1CCCC1)COc1c(F)cc(Br)cc1F (stereo unspecified)
15,-4,O=C(Nc1c(Cl)cc(Cl)cc1-c1nc2ccccc2s1)c1ccc(Br)o1

(listing goes on)
FXIIa single,FXIa single inh,SMILES
6,3,COc1cc(-c2nnn(CC(=O)N3CCOCC3)n2)cc(OC)c1OC
7,3,O=C(CN(Cc1ccccc1Cl)C(=O)c1ccc(CN2CCOCC2)o1)NCC1CCCO1 (stereo unspecified)
8,-13,COc1ccc(S(=O)(=O)N(CC(=O)N2CCN(c3ccccc3)CC2)c2ccccc2)cc1
7,-7,Cc1ccccc1CN(c1ccc(C(=O)Nc2ccccc2C(=O)N2CCCC2)cc1)S(C)(=O)=O
9,0,O=C(CSc1ccccc1)Nc1ccccc1C(=O)O
2,6,Cc1noc(C(=O)NCc2ccccc2)c1Cl
5,1,Cc1c(CN2CCCCC2)c(O)n(CCCO)c(=O)c1C#N
3,0,COc1cccc(OCc2cc(/C=N/NC(=O)c3nc(Cl)c(Cl)c(N)c3Cl)ccc2OC)c1
2,2,COc1ccc(C2=CSC(/N=C/c3ccc(F)cc3)=NN2)cc1
9,-3,c1ccc(Oc2nc(N3CCOCC3)nc(N3CCOCC3)n2)cc1
13,1,CCc1cn(S(=O)(=O)c2ccccc2OC)nc1N
9,1,CCOc1ccc(NC(=O)Cn2c(=O)oc3ccccc32)cc1
-12,5,COc1ccc(CCNC(=O)Cn2cnc3c(nnn3Cc3ccc(C)cc3)c2=O)cc1OC
9,-5,CCOc1ccc(S(=O)(=O)NCc2ccncc2)cc1

Compound activity deposited in PubChem BioAssay by PCMD.
